Assay outcomes deposited in PubChem BioAssay by The Scripps Research Institute Molecular Screening Center.
CHO-K1 Ca antag: nonselective inhibitor or artifact in parental CHO-K1 cells. ATP-induced calcium, Fluo-8 fluorescence. inhibition, % at 3 µM. hit rate 0.6% among 360,000. AID 602250;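 active means inhibition above a per-plate cutoff, the plate's mean sample inhibition plus 3 SD, cut at about 24% in these data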;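 further: 0% = DMSO plus EC80 ATP and 100% = DMSO alone without ATP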
CHRM4 antagonist: antagonists of human muscarinic M4 receptor (CHRM4); P08173; CHO-hM4 cells, ACh EC80, Fluo-8 calcium fluorescence; inhibition, % at 3 µM; hit rate 0.73% among 360,000; AID 624125;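 active means inhibition above its plate's cutoff, the mean inhibition of sample wells plus 3 SD, cut at about 27% in these data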;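 further: 0% = acetylcholine EC80 with DMSO and 100% = DMSO without agonist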
Target sequence (P08173 whole entry, looked up): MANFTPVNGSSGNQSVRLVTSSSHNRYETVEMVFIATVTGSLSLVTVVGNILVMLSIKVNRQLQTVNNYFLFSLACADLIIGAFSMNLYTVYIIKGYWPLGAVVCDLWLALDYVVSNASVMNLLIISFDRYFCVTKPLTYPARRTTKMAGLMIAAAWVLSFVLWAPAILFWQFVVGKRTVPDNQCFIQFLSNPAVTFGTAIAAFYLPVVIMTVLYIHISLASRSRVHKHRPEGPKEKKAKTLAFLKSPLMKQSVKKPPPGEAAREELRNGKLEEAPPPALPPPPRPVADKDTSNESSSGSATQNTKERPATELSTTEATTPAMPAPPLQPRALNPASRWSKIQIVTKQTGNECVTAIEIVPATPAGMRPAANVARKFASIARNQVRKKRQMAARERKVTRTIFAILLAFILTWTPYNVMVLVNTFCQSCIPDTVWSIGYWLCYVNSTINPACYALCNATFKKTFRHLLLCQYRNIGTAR
M1 antag: antagonists of human M1 muscarinic receptor. P11229. CHO-K1 hM1, Fluo-8 calcium fluorescence, ACh EC80 antagonist. inhibition, % at 3 µM. hit rate 1.3% among 360,000. AID 588852;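 active means percent inhibition above its own plate's cutoff, namely the mean of that plate's compound wells plus 3 SD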;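 further: peak over basal fluorescence ratio during 140 s after agonist addition; 0% = ACh EC80 plus DMSO and 100% = DMSO alone without agonist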
OXTR potentiate: human OXTR potentiation. activation, % at 3 µM. P30559. hit rate 0.061% among 320,000. CHO-OTR cells, Fluo-8 calcium fluorescence, potentiator mode; 0% = oxytocin EC15, 100% = EC100;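 active means activation above that plate's cutoff, the mean activation of tested compounds plus 3 SD, cut at about 6.6% in these data, passing the limit was not always enough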;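 further: 100% uses oxytocin at 75 nM as the full agonist control; some results filed as inactive read as strong as hits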
Target sequence (P30559 whole entry, looked up): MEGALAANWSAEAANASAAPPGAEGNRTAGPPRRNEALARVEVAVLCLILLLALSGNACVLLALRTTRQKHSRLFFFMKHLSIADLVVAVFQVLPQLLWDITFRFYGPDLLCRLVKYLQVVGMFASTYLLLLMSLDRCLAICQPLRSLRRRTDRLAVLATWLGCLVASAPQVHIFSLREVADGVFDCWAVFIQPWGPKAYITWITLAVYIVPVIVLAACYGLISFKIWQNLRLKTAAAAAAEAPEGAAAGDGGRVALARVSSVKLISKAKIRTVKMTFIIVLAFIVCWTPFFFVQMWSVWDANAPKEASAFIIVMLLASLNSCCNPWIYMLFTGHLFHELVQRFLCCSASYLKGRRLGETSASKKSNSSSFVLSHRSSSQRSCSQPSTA
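Dosing: Single dose, 3.0 µM nominal final compound concentration | Material: Human OTR in CHO cells | Technique: Kinetic Fluo-8 calcium fluorescence | Benchmarks: EC15 oxytocin alone as 0%, 75 nM oxytocin as 100% | Probe or stimulus: Oxytocin at about EC15, sub-maximal agonist stimulus | Incubation: Compound 6 min at room temperature before oxytocin, 100 s read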
M1 ag: human M1 muscarinic receptor agonism; hit rate 0.33% among 360,000; AID 588814; CHO-K1 hM1, Fluo-8 calcium fluorescence, agonist mode; 0% DMSO, 100% acetylcholine EC100; P11229; activation, % at 3 µM;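 active means activation above the run's mean compound activation plus 3 SD, cut at about 16% in these data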;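 further: peak over basal fluorescence ratio within a 140 s kinetic read after compound addition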
CHRM4 agonist: CHRM4 agonism in calcium assay | P08173 | CHO-K1 hM4/Gqi5, Fluo-8 calcium fluorescence; vehicle 0%, full acetylcholine response 100% | activation, % at 3 µM | hit rate 0.14% among 360,000 | AID 624127;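 active means activation above the run mean over all test wells plus 3 SD, cut at about 32% in these data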;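 further: peak over basal fluorescence ratio per well then scaled between controls; 0% = DMSO wells and 100% = acetylcholine at EC100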
M1 ag parental: counter-screen for M1 agonists: effect in parental CHO-K1 cells. hit rate 0.48% among 360,000. AID 602248. Fluo-8 calcium fluorescence; scaled to maximal ATP response, vehicle zero. activation, % at 3 µM; in the data active means activation above about 15%;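 further: untransfected CHO-K1 host cells lacking M1 receptor as counterscreen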
CHRM1 PAM: potentiates human M1 receptor response to acetylcholine. CHO-K1 hM1, Fluo-8 calcium fluorescence, ACh EC20; 0% = ACh EC20, 100% = maximal ACh. activation, % at 3 µM. hit rate 0.088% among 360,000; in the data active means activation above about 19%, passing the limit was not always enough
CHO parental Ca: signal in parental CHO cells, OX1R antagonist counter-screen; hit rate 0.63% among 330,000; parental CHO-K1, ATP-induced calcium, Fluo-8 fluorescence; inhibition, % at 5.6 µM;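 active means inhibition above that plate's mean sample inhibition plus 3 SD, cut at about 26% in these data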;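 further: 0% = ATP-challenged DMSO wells and 100% = DMSO wells without ATP; some compounds past the cut are filed as inactive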
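Material – parental CHO cells · Reagent – ATP stimulus · Compound – single nominal dose of 5.6 µM per compound · Detection – Fluo-8 fluorescence · Read-out basis – percent inhibition of calcium signal · Controls – ATP-challenged DMSO wells low, unchallenged DMSO wells high · Repeats – no replicates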
Active calls of the source: *; . = no result given.

Order of values: CHO-K1 Ca antag	CHRM4 antagonist	M1 antag	OXTR potentiate	M1 ag	CHRM4 agonist	M1 ag parental	CHRM1 PAM	CHO parental Ca
- CSc1cccc(NC(=O)c2cc(S(=O)(=O)N3CCCC3)cn2C)c1
    -10	-13	-13	-1	-8	1	1.0	6	-16
- CCSC1=N/C(=C\c2ccc3c(c2)OCO3)C(=O)S1
    -13	3	-13	-12	-3	-1	-0.4	5	-1
- COc1cc(/C=C2\N=C(C)OC2=O)cc(OC)c1OC
    8	-1	1	-15	-5	0	0.0	2	-5
- Cc1ccccc1C(=O)Nc1cccc(C(=O)Nc2ccccc2C(=O)O)c1
    26*	13	7	-4	-2	-1	-0.1	5	-7
- O=C(Cc1ccc(Br)cc1)Nc1ncc([N+](=O)[O-])s1
    24*	20	35	-19	8	20	16*	-12	2
- N#CCC(=O)Nc1ccc(C(=O)OCc2ccccc2Oc2ccccc2)cc1
    -10	-1	3	0	-1	3	0.3	3	-6
- CC1(C)OC(C)(C)/C(=C/Nc2ccccc2)C1=O
    -7	-6	-7	-4	-10	1	0.9	9	-5
- O=C(NCC(c1ccco1)N1CCN(c2ccc(F)cc2)CC1)C(=O)NC1CC1 (stereo not given)
    -1	5	-18	4	-3	0	0.1	15	-14
- O=C(Nc1ccc(N2CCOCC2)c(Cl)c1)c1ccc2c(c1)OCCO2
    -8	5	14	-10	-4	13	4.8	-4	-8
- CC(=O)N(C)/C=C1\Sc2ccccc2C1=O
    -3	1	-23	-1	1	0	0.1	3	-9
- COc1cc(OC)cc(C(=O)NC(=S)Nc2cccnc2)c1
    -4	-7	-12	-1	-4	3	1.5	4	-13
- CCOC(=O)CNC(=O)CSc1nnc(-c2ccccc2)n1Cc1ccco1
    -3	-5	-25	-8	-3	0	-0.1	5	-21
- O=C(CCNc1ccc(F)cc1)c1cccc([N+](=O)[O-])c1
    -30	1	-6	-1	-5	2	1.2	5	0
- C=CCNC(=S)NNC(=O)c1ccc(OCCCC)cc1
    12	2	-4	-8	-1	1	0.1	11	-8
- COc1ccc(CNC(=O)C2CCN(S(=O)(=O)c3ccc4c(c3)CC(C)N4C(=O)C3CC3)CC2)cc1 (stereo not given)
    -2	1	2	-5	-3	7	2.3	-2	-8
- COC(=O)c1cc(C(=O)OCC(=O)NC2CCCCCCC2)cc([N+](=O)[O-])c1
    5	-1	-8	-2	-7	0	-0.3	7	-8
- Fc1ccc(-c2cc(C(F)(F)F)nc(NCC3CCCO3)n2)cc1 (stereo not given)
    -11	5	-35	8	0	-1	-0.1	4	-23
- O=C(Nc1nc(-c2ccc(Cl)s2)cs1)c1ccncc1
    -3	8	9	-9	-1	15	9.5	-12	-20
- COc1ccc(NC(=O)C2CCCN(S(C)(=O)=O)C2)cc1 (stereo not given)
    -6	1	-12	-11	-2	1	0.8	6	0
- Cn1c(C(=O)NCCc2ccccc2)cc(=O)n(C)c1=O
    -6	-10	-5	0	-5	2	0.6	3	-6
- CC(NCC(=O)Nc1cc(S(=O)(=O)N2CCCCCC2)ccc1Cl)c1ccccc1 (stereo not given)
    -12	-2	33	-20	-3	3	4.8	-13	22
- CCOc1c(Br)cc(C(=O)NCCCn2ccnc2)cc1OC
    -2	-2	-14	-7	-5	1	0.6	7	-11
- O=C(Nc1ccccc1)Nc1ccc(Br)cc1F
    3	54*	46*	-9	-2	7	9.3	-19	-8
- Cn1c(=O)c2c(nc(CN3CCN(c4ccccc4F)CC3)n2CCN2CCOCC2)n(C)c1=O
    -5	5	-6	0	-3	1	1.3	11	-10
- COC(=O)CC1C(=O)NCCN1C(=O)OC(C)(C)C (stereo not given)
    0	-7	-9	-10	0	1	0.6	9	2
- Cc1ccc(S(=O)(=O)N/N=C2\C(=O)C3(C)CCC2C3(C)C)cc1 (stereo not given)
    4	12	-6	-3	-6	0	0.1	16	-11
- COc1ccc2c(C)c(CCC(=O)NC3CC3)c(=O)oc2c1
    4	-8	-7	0	-6	3	1.2	1	-5
- CCOc1cccc(N(C(=O)Cc2cccs2)C(C(=O)NC2CCCCC2)c2cccn2C)c1 (stereo not given)
    -13	-1	-10	-8	4	1	-0.4	-8	-25
- CC(C)CC(NC(N)=O)C(=O)OCC(=O)N(Cc1ccccc1)Cc1ccccc1 (stereo not given)
    -3	-10	-6	0	-5	2	0.2	7	-7
- O=C(c1ccco1)N1CCN(c2cc(=O)n(C3CCCCC3)c(=O)[nH]2)CC1
    -9	14	-11	-11	-2	0	1.1	7	2
- CC(C)(C)c1cc(C(=O)NNC(=O)c2ccc(Cl)cc2)no1
    -9	-4	-7	-9	-1	3	3.0	6	-6
- COc1ccc2c(c1)OC[C@H]1[C@@H]2N2C(=O)[C@@H](C)NC(=O)[C@@]2(C)[C@H]1c1ccccc1
    -12	-3	-23	3	-7	3	0.8	13	-12
- O=C(COC(=O)CC1CCCCC1)Nc1c(Cl)cccc1Cl
    -20	-23	2	-8	-3	2	-0.2	3	-28
- O=C(Nc1nc(-c2ccccn2)cs1)c1cc(Cl)ccc1[N+](=O)[O-]
    6	-9	5	-5	-4	5	1.1	0	26
- CC1CCN(S(=O)(=O)N2CCC(C(=O)NC(C)c3ccccc3)CC2)CC1 (stereo not given)
    -6	4	1	.	2	5	4.6	-6	.
- Cc1csc(Nc2nc(N)c(C(=O)Nc3ccccc3)o2)n1
    -20	-1	-17	-2	-1	1	1.3	10	-3
- CC(=O)Nc1ccc(OS(=O)(=O)c2ccccc2C)cc1
    -9	10	0	-13	-2	2	1.1	2	-7
- Cc1ccccc1NC(=S)NCCc1ccccn1
    -8	5	-3	-4	-6	1	0.4	14	-2
- Cc1ccc(COc2ccc(S(=O)(=O)N3CCCC3)cc2C(N)=O)cc1
    3	5	5	-11	-10	1	0.9	-7	-3
- Cc1cc(C)n(C(=O)COc2c(C)cccc2C)n1
    -4	12	-4	-3	-2	0	0.2	4	-4
- COc1cccc(CNc2nc3ccc(NC(C)=O)cc3s2)c1
    -1	-9	-6	.	-1	1	-0.5	4	.
- Cc1nn(CCOc2ccc(Br)cc2)c(C)c1[N+](=O)[O-]
    -3	6	9	-1	-7	2	2.2	-9	-6
- CC(NS(=O)(=O)c1ccc2c(c1)c(=O)n(C)c(=O)n2C)C(=O)NC1CCCCC1 (stereo not given)
    -24	-17	-11	0	-3	1	0.7	11	-16
- COc1ccc(S(=O)(=O)N2CCN(C)CC2)cc1NC(=O)c1ccccc1C
    0	7	-6	3	-7	-1	-1.0	9	-1
- COc1ccc(NC(=O)c2cncc(Br)c2)cc1S(=O)(=O)N1CCCCC1
    2	5	4	-1	-1	8	7.3	0	-15
- Cc1ccc([N+](=O)[O-])cc1NC(=O)c1ccc(-c2ccccc2)cc1
    24*	8	23	-4	-2	0	-0.3	-8	3
- CCN(C[C@H]1N[C@@](C)(C(=O)OC)[C@H]2C(=O)N(C)C(=O)[C@@H]12)C(=O)Nc1ccc(C)cc1
    -23	-11	4	-3	-4	1	0.7	3	-6
- Cc1cccc(-c2nc3c(c(SCC(=O)N4CCOCC4)n2)Cc2c(CO)cnc(C)c2O3)c1
    9	1	0	-12	-1	8	2.7	1	-18
- Cc1csc(=O)n1CC(=O)OCC(=O)NNC(=O)c1ccc(Cl)cc1
    -2	5	-7	-2	-3	2	0.8	9	6
- O=C(NCc1cccnc1)c1cccn2c(=O)c3sccc3nc12
    -3	3	19	-7	-3	0	0.8	-1	-19
- CCN(CC)S(=O)(=O)c1ccc(F)c(C(=O)NCCC(C)C)c1
    -11	3	-14	-6	-2	0	1.1	13	-12
- CCOC(=O)C1(CCCc2ccccc2)CCN(C(=O)CN2C(=O)CSC2=O)CC1
    -15	-1	-9	1	-5	3	2.2	4	-14
- CCCN(C(=O)C1CC(=O)N(c2ccccc2C(C)CC)C1)C1CCS(=O)(=O)C1 (stereo not given)
    -14	-19	-1	1	-5	1	0.1	8	-13
- CCC(C)(C)NC(=O)c1cc(S(=O)(=O)N2CCCCC2)ccc1N1CCOCC1
    0	0	8	-10	-6	0	0.0	8	-13
- O=C(CCc1ccccc1)NNC(=O)c1ccc(Br)cc1
    5	-6	-5	-23	-9	1	-0.4	14	-19
- COC(=O)c1cc(C#N)c(Oc2ccccc2OC)nc1C
    -16	-4	4	-15	-5	-2	0.8	-4	-22
- CCc1nc2ccc(C(=O)NCCCN3CCN(c4ccc(F)cc4)CC3)cc2nc1CC
    15	-12	14	2	-8	8	1.3	-8	-8
- CCc1nnc(NC(=O)CSc2ccc(-c3ccco3)nn2)s1
    8	-2	12	-2	-4	1	0.0	-3	-7
- Cc1c(C(=O)Nc2cccc(-c3nnc4n3CCCCC4)c2)oc2ccccc12
    -5	6	10	-4	-8	5	3.3	-13	-19
- CCOC(=O)C1(C)CCN1C(=O)c1ccc(C)cc1 (stereo not given)
    -7	-5	-4	.	-4	0	-0.8	2	.

The results go on:
Order of values: CHO-K1 Ca antag	CHRM4 antagonist	M1 antag	OXTR potentiate	M1 ag	CHRM4 agonist	M1 ag parental	CHRM1 PAM	CHO parental Ca
- COc1ccc2c(c1)C(=C(C#N)C#N)C(=O)N2CCc1ccccc1
    -5	3	-11	3	2	1	0.2	19	-13
- O=C(O)CCCCCCCCCCP(=O)(c1ccccc1)c1ccccc1
    2	15	-7	-3	-1	1	1.4	6	-10
- O=c1cc(CN2CCOCC2)c2ccccc2o1
    -14	-1	-21	.	-3	2	0.1	4	.
- Cn1c(N)c(C(=O)CSc2nnc(Cc3cccs3)n2C2CC2)c(=O)n(C)c1=O
    -9	-13	-9	-6	-6	0	0.3	4	2
- COC(=O)NCC(c1ccco1)N1CCN(c2ccc(F)cc2)CC1 (stereo not given)
    10	-1	5	2	-4	1	0.3	-3	-1
- CC(C)c1ccc(S(=O)(=O)N2CCN(C(=O)CN3C(=O)NC4(CCCC4)C3=O)CC2)cc1
    -12	10	3	-6	-6	1	0.4	-2	7
- O=C1C2C3C=CC(CC3)C2C(=O)N1c1ccccc1F (stereo not given)
    -6	6	15	-3	-2	15	6.0	-9	-4
- C/C(=N\NC(=O)c1ccc(NS(=O)(=O)c2cccs2)cc1)c1ccccc1
    -14	-6	-6	0	-10	0	0.2	5	-2
- O=C1OC2(c3ccccc3)C3CCCC2C13
    -16	-1	-2	4	-5	0	1.2	7	-10
- COc1ccc(NC(=O)CSCC(=O)N(C)CC(=O)Nc2ccc(Cl)c(C(F)(F)F)c2)cc1
    -5	0	-15	-12	2	9	1.7	13	-13
- O=C(Nc1nc(=O)[nH]s1)c1ccccc1
    4	3	14	3	-6	12	4.5	-15	3
- Cc1ccc2nc(-c3ccco3)c(Cc3ccccc3)n2c1
    -11	-14	-24	.	-5	-1	1.7	3	.
- CCN(c1ccccc1)S(=O)(=O)c1ccc(C(=O)N2CC(C)CC(C)C2)cc1 (stereo not given)
    13	8	5	-4	-5	4	0.9	-2	-3
